C8 TRAIL sens: viability loss with TRAIL in NB7+C8 cells, primary screen, TRAIL sensitizer project, cell-based, ATPlite luminescence; inhibition (viability loss, TRAIL sensitization), % at 10 µM; 360,000 tested, 1% active; AID 624354, 2012;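 active means compounds causing at least 50% loss of cell viability in the single-dose screen, relative to plate controls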
NCOA3 inh: SRC3 coactivator transcriptional activity inhibitors, primary screen, cell-based, luminescence | Nuclear receptor coactivator 3 (Homo sapiens), Q9Y6Q9 | HEK293 GAL4-SRC3 luciferase reporter | inhibition, % at 3.6 µM | 360,000 tested, 0.17% active | AID 588352, 2011;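 active means inhibition above a per-campaign cutoff, the mean of all compounds plus 3 SD, cut at about 60% in these data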;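 further: 0% = DMSO-treated cells and 100% = gossypol-treated cells at 36 µM; higher means less SRC3-driven luciferase light from the GAL4 reporter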
NR5A2 inv ag: LRH-1 (NR5A2) inverse agonists, primary screen, cell-based, luminescence, HEK293T, StAR-luciferase reporter; 360,000 tested, 0.13% active; inhibition, % at 3.6 µM; LRH-1 transfected, 24 h; Nuclear receptor subfamily 5 group A member 2 (Homo sapiens), O00482; AID 602396, 2012;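 active means inhibition above the mean inhibition of all tested compounds plus 3 SD, cut at about 73% in these data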;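 further: 0% = DMSO wells and 100% = reporter-only cells lacking LRH-1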
Target sequence (O00482 whole entry, looked up): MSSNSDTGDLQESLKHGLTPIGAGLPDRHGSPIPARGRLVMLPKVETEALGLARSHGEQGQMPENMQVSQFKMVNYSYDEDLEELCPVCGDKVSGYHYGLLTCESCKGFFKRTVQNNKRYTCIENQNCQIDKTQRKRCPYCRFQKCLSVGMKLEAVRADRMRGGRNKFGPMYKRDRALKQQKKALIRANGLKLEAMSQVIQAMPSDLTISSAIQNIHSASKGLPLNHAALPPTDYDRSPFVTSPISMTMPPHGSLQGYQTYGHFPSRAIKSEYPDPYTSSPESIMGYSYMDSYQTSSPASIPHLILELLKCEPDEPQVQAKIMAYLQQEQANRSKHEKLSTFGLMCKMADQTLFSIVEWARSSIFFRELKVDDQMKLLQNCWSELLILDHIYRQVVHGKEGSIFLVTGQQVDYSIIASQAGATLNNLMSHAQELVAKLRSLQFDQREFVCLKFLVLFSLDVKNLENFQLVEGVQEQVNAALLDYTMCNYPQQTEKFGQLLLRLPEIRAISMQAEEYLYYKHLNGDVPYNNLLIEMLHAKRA
TROY signal inh: inhibitors of TROY-driven NF-kB signaling, primary screen, Q293 LMP1-TROYcd cells, NF-kB luciferase, uHTS; Q293 LMP1-TROYcd NF-kB luciferase reporter, 4 h; inhibition, % at 10 µM; 360,000 tested, 0.98% active; AID 1347056, 2019;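 active means compounds whose plate-normalised and pattern-corrected inhibition of the luciferase reporter signal at the single screening dose is 50% or more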
TWEAK Fn14 block: inhibitors of TWEAK-Fn14 signaling, primary screen, luciferase reporter cells, uHTS | 360,000 tested, 2% active | TWEAK-stimulated Fn14 reporter cells, luciferase luminescence, 8 h | inhibition, % at 10 µM; in the data active means inhibition above about 50%
CF NFkB inh: inhibitors of PAF-induced NF-kB signaling, primary screen, cell-based, GFP fluorescence, uHTS; KKLEB NF-kB-GFP reporter, GFP fluorescence overnight; inhibition, % at 5 µM; 360,000 tested, 0.86% active;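 active means at least 50% inhibition at 5 µM, scaled per plate between neutral and stimulator controls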;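 further: PAF is a Pseudomonas aeruginosa culture filtrate used as stimulus; plate controls were PAF-stimulated DMSO wells for no effect and unstimulated DMSO wells for full effect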
NR2F2 inh: NR2F2 transcriptional activity inhibitors, primary screen, cell-based, luciferase reporter, HEK293T, luminescence; 370,000 tested, 0.7% active; inhibition, % at 8.6 µM; COUP transcription factor 2 (Homo sapiens), P24468; HEK293T NGFI-A luciferase reporter; AID 686940, 2013;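 active means inhibition above a per-plate cutoff, mean inhibition of test wells between control levels plus 3 SD, cut at about 38% in these data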;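 further: cells cotransfected with COUP-TFII expression vector driving the NGFI-A reporter; 0% = median of COUP-TF2 test wells and 100% = reporter-only cells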
Target sequence (P24468 whole entry, looked up): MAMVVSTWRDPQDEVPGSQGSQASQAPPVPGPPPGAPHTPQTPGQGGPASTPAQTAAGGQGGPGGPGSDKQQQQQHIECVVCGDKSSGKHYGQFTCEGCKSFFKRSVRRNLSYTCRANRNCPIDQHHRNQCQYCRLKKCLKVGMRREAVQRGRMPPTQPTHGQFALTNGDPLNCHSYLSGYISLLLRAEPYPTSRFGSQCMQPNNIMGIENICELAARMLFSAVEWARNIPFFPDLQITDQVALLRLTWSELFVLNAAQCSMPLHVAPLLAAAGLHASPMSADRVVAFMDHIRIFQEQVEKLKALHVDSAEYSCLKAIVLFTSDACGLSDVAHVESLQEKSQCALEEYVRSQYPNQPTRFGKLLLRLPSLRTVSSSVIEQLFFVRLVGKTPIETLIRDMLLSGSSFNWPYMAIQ
KKLEB cytotox: cytotoxicity in KKLEB CF airway cells, primary screen, cytotoxicity control for CF NF-kB inhibitor project, cell-based, uHTS, fluorescence assay plates; KKLEB CF airway cells viability, ATPlite luminescence, overnight; hits give low values; cells stimulated with P. aeruginosa culture filtrate; activity change (cytotoxicity), % at 5 µM; 360,000 tested, 0.36% active;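 active means corrected activity change at or below -50% at 5 µM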
Shn3 3UTR inh: reduction of Shn3 3'UTR firefly luciferase signal, primary screen, Schnurri-3 inhibitor project, cell-based, Clone20 osteoblasts, set 2; inhibition, % at 12.5 µM; 360,000 tested, 0.52% active; Clone20 osteoblast Shn3 3'UTR firefly luciferase, 24 h; AID 588674, 2011;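 active means mean inhibition of at least 75% with every replicate also reaching 75%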;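 further: 0% = median of neutral control wells and 100% = pilot-screen positive control compound; some compounds past the cut are filed as inactive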
EBV LMP1 NFkB: EBV LMP1-driven NF-kappaB luciferase reporter inhibitors, primary screen, cell-based, luminescence, single point | LMP1-induced NF-kappaB luciferase reporter cells | inhibition, % at 12.5 µM | 350,000 tested, 0.69% active | AID 504558, 2011; in the data active means inhibition above about 41%;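 further: 0% = neutral control wells and 100% = reference inhibitor control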
SRC1 inh: SRC1 coactivator transcriptional activity inhibitors, primary screen, cell-based, luminescence; HEK293 GAL4-SRC1 luciferase reporter; inhibition, % at 3.6 µM; Nuclear receptor coactivator 1 (Homo sapiens), Q15788; 360,000 tested, 0.12% active;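 active means inhibition above the campaign mean plus 3 SD, with each screening campaign given its own cutoff, cut at about 60% in these data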;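 further: 0% = DMSO treated cells and 100% = gossypol at 36 µM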
* = called active by the depositor; x = not tested or not shown. Not all compounds are listed (hit frequency here may not be typical).

Value order – C8 TRAIL sens	NCOA3 inh	NR5A2 inv ag	TROY signal inh	TWEAK Fn14 block	CF NFkB inh	NR2F2 inh	KKLEB cytotox	Shn3 3UTR inh	EBV LMP1 NFkB	SRC1 inh
> N=C1/C(=C/c2cccn2-c2ccc([N+](=O)[O-])cc2)C(=O)N=C2SC=CN12
    23	-10	26	-6	-15	-4	2	-1	30	-7	-1
> O=C(CSc1nnc(-c2ccccc2)o1)N1CCN(c2ccccc2)CC1
    1	13	5	-40	10	3	4	4	-81	-20	1
> C[C@H](CO)N1C[C@H](C)[C@@H](CN(C)Cc2ccc(Cl)c(Cl)c2)Oc2c(NS(=O)(=O)c3ccc(F)cc3)cccc2C1=O
    13	7	13	12	-7	6	-15	-2	6	8	-22
> CCN1C(=O)[C@H]2[C@@H](c3ccc(-c4ccc(OC)cc4)c(OC)c3)N[C@@](CC(C)C)(C(=O)OC)[C@H]2C1=O
    -2	-4	6	-43	-12	16	9	-5	5	12	-5
> O=C1c2cccc3cccc(c23)C(=O)N1Cc1cccnc1
    -20	20	-14	-24	-18	-8	14	-17	6	3	-6
> O=C(Nc1ccccc1C(=O)NCc1ccccc1)c1ccco1
    -14	15	5	6	4	5	5	-6	0	-1	1
> O=S(=O)(c1ccc(Cl)s1)N1CCN(c2ncccn2)CC1
    -6	-5	-24	2	5	17	-14	-8	11	-6	4
> CNC(=O)CNC(=O)Nc1ccc(Cl)c(Cl)c1
    -4	13	5	17	5	-13	x	3	-8	-3	-33
> CC(OC(=O)Cc1n[nH]c(=O)c2ccccc12)C(=O)Nc1ccc(Cl)cn1 (stereo not drawn)
    10	9	10	-13	-12	2	17	10	2	-10	-26
> COc1ccc(CN2C(=O)C(CC(=O)NCCCCc3ccccc3)CC(C(=O)N3CCOCC3)=C2C)cc1 (stereo not drawn)
    12	-6	-10	-9	-6	-1	1	-5	2	-9	5
> CC1CC(Nc2cccc(O)c2)=CC(=O)O1 (stereo not drawn)
    3	5	-7	-2	9	-9	-4	-2	2	3	5
> Cc1nn(CC(=O)NC(C)c2ccccc2)c(=O)c2ccccc12 (stereo not drawn)
    0	0	-7	-2	-17	11	-1	-8	5	-2	-3
> CC(C)NC(=O)c1csc(COCCO)n1
    -3	-7	6	0	-9	-1	-40	9	-13	x	-8
> O=C(Nc1ccc(Cl)cc1N1CCOCC1)C1CCCO1 (stereo not drawn)
    -8	6	10	5	4	2	3	10	-4	12	2
> C/C(=N/NC(=O)c1cc2ccccc2cc1O)c1ccco1
    55*	-44	-18	3	11	17	2	3	-24	-5	-15
> CCCN(CCC)C(=S)NC(=O)c1ccc(Cl)cc1Cl
    9	4	10	-1	4	22	5	-2	8	4	11
> O=C(Nc1cccc(F)c1)/C(=C\c1ccco1)NC(=O)c1cccs1
    -10	3	21	-10	-16	9	3	-11	-2	-12	0
> COc1ccc(-c2ccc(C(=S)N3CCN(C(C)=O)CC3)o2)cc1
    -5	-8	13	-26	0	-8	4	6	14	0	-5
> Cc1cc(=O)[nH]c(N/N=C/c2c(C)nn(-c3ccccc3Cl)c2Cl)n1
    -2	19	-1	-35	-24	7	-4	-6	15	5	-46
> CC1CN(Cc2nc3ccccc3c(=O)[nH]2)CC(C)O1 (stereo not drawn)
    3	-9	-11	7	2	-24	0	-3	-6	-3	5
> CCOc1ccc(N(CC(=O)Nc2cccc(OC)c2)S(C)(=O)=O)cc1
    1	-22	-24	-40	-15	-11	-10	13	-33	-3	-12
> CC1CN(c2ccc([N+](=O)[O-])cc2F)CCN1C(=O)c1ccco1 (stereo not drawn)
    -2	23	-22	6	9	4	20	-6	4	10	-6
> COc1ccc2[nH]c(=O)c(CNC3CCCCC3)cc2c1
    -8	32	1	3	14	-6	1	2	-2	0	11
> O=C(COC(=O)Cn1[nH]c(=O)c2ccccc2c1=O)Nc1ncc(Cl)cc1Cl
    -3	4	5	1	-8	7	-1	-5	-7	-11	-22
> CCS(=O)(=O)c1ccc(-c2cccc(NC(=O)c3ccc(Br)o3)c2)nn1
    2	1	-13	20	5	2	1	3	5	-2	-28
> O=C(Nc1cccc(F)c1)Nc1cnccn1
    5	-1	-1	-17	-8	-8	-4	19	3	2	-3
> Cc1ccc(CNC(=O)CCS(=O)(=O)c2ccc3nc(C)sc3c2)cc1
    -1	-11	7	-3	8	-14	-24	4	-7	3	-11
> CCCC(=O)Oc1cccc(C2NC(=O)c3ccccc3O2)c1 (stereo not drawn)
    -18	0	-15	-3	8	3	4	16	-2	2	11
> CCOC(=O)c1ccc(NC(=O)NCCc2ccccc2OC)cc1
    -3	12	-9	18	-10	12	-7	4	5	3	-16
> O=C(CCN1C(=O)c2ccccc2C1=O)C1=NN[C@@H]2C(=O)N(c3cccc(F)c3)C(=O)[C@H]12
    -7	-8	10	0	1	1	-4	1	-4	-1	-7
> CCOc1ccccc1N1CC(C(=O)NNC(=O)c2cc(OC)c(OC)c(OC)c2)CC1=O (stereo not drawn)
    -21	13	3	-5	5	6	20	6	6	5	11
> Cn1c(=O)c(=O)n(C)c2cc(S(=O)(=O)CCC(=O)N3CCOCC3)ccc21
    8	-26	4	-3	-15	10	-67	-2	-2	0	-10
> O=C1OC(N2CCN(C(=O)C3CCCO3)CC2)c2ccccc21 (stereo not drawn)
    2	1	11	-5	-2	-26	2	7	-27	-1	-5
> COC(=O)CCC(=O)NNC(=O)c1ccc([N+](=O)[O-])cc1
    0	10	-2	-2	2	-2	-3	5	-5	-4	-25
> CCc1nnc(NC(=O)C2=CCN(S(=O)(=O)c3ccccc3)CC2)s1
    2	-3	-22	3	-10	9	-4	0	-1	0	-3
> COc1ccc(N=Nc2c(C)[nH]c3ccccc23)cc1
    16	-9	13	-28	-26	5	-6	8	-9	-28	-28
> COc1ccc(CCN2CC(C(=O)N(C)Cc3ccccn3)CCC2=O)cc1 (stereo not drawn)
    -12	-6	8	2	-3	6	-13	8	0	4	5
> COc1ccc(S(=O)(=O)N2CCCCC2)cc1C(=O)Nc1cc(C)on1
    6	-8	6	8	-12	6	0	-3	-7	-5	-22
> COc1ccc2cnn(-c3ccc(OC(F)(F)F)cc3)c(=O)c2c1OC
    -5	-16	-5	-25	-4	-1	-17	1	3	2	-21
> Cc1ccc(C2C(N)C(=O)N2c2ccc(C)cc2)cc1 (stereo not drawn)
    -1	-9	-11	6	8	4	15	-8	13	x	7
> CCOc1cccc(CNCCSc2nnnn2C)c1
    2	3	6	-9	-6	12	15	4	-8	-4	-7
> CCOC(=O)c1sc(C)c(C(=O)NCC(C)(C)CN(C)C)c1N
    5	29	4	1	-3	-1	22	-5	-1	5	-2
> CCc1ccc2c(CN3CCc4ccccc43)cc(=O)oc2c1
    -1	-45	-3	-10	-10	-2	0	-2	-1	-16	-14
> Cc1ccc(NCc2nnc(SCC(=O)NNC(=O)Cc3ccccc3)n2C)cc1
    -6	7	-18	5	-13	-9	10	9	9	-1	7
> CC(C)(C)c1ccc(C2(C)NC(=O)NC2=O)cc1 (stereo not drawn)
    -1	11	5	-11	-9	11	-16	0	9	-5	5
> COC(=O)c1sccc1NC(=O)CSc1nnnn1-c1ccccc1F
    3	2	10	21	4	8	-3	-1	16	-9	-2
> CN1CCCC1CCNC1C2CC3CC(C2)CC1C3 (stereo not drawn)
    -10	0	-12	12	-21	14	-7	-15	15	0	7
> CCCCOC(=O)Nc1nnc(/C=C/c2ccc(OC)cc2)s1
    -2	16	-21	-15	-12	13	13	11	15	-11	7
> CC(C)NC(=O)N(C)C[C@@H]1Oc2c(NC(=O)C3CCOCC3)cccc2C(=O)N([C@@H](C)CO)C[C@H]1C
    -12	-10	-5	8	-1	-14	-3	14	6	-4	2
> CC1CCc2sc(-c3n[nH]c(=S)o3)cc2C1 (stereo not drawn)
    17	-18	-73	-58	-1	11	-11	-4	-11	-17	-28
> CCCSc1ccc([C@H]2N[C@@](Cc3ccccc3)(C(=O)OC)[C@H]3C(=O)N(CC)C(=O)[C@@H]23)cc1
    -4	18	9	-9	5	2	6	5	3	5	7
> CCCOc1ccccc1C1CC(=O)Nc2cc3c(cc21)OCCO3 (stereo not drawn)
    -11	18	9	48	55*	33	x	1	87*	4	6
> O=C(NCCc1ccccc1)C1CC(c2ccccc2O)=NO1 (stereo not drawn)
    -7	-1	12	3	-4	4	13	0	13	-4	-5
> Cc1cc(Nc2cccc(Cl)c2)nc(-c2ccccc2O)n1
    14	1	1	29	11	-6	1	-31	19	-11	-24
> CC(C)c1ccc(NC2CCCN(C(=O)c3ccnc(Cl)c3)C2)cc1 (stereo not drawn)
    8	12	18	-9	-15	5	19	-1	-7	-2	-7
> COc1ccc(C(=O)Nc2cc(C)ccc2NC(=O)COc2ccccc2)cc1
    -5	-6	-5	4	-27	-8	-12	-8	-12	2	-25
> COc1ccc(OCc2nnc(SCC(=O)N3CCCC3)o2)cc1
    -8	1	-26	6	-3	-10	-5	-1	5	-6	-5
> CCOC(=O)Cc1csc(NC(=O)COc2c(C)cccc2C)n1
    -1	0	7	-2	-8	2	-6	9	8	-2	-24
> Cc1cc(=O)[nH]c(SCC(=O)Nc2ccc(S(=O)(=O)N3CCOCC3)cc2)n1
    0	8	-8	-11	-12	-14	-7	-9	-3	-10	2
> COc1ccc(C2CC(c3ccccc3)=NN2C(=O)COC(=O)c2nc3nc(C)cc(C)n3n2)cc1 (stereo not drawn)
    -5	1	-12	-28	0	2	-4	10	3	-2	-10

Next results follow:
Value order – C8 TRAIL sens	NCOA3 inh	NR5A2 inv ag	TROY signal inh	TWEAK Fn14 block	CF NFkB inh	NR2F2 inh	KKLEB cytotox	Shn3 3UTR inh	EBV LMP1 NFkB	SRC1 inh
> O=C(c1ccc2[nH]c(=O)c(=O)[nH]c2c1)N1CCN(Cc2ccccc2)CC1
    7	6	-3	8	10	1	-13	5	-4	-6	9
> Clc1cccc(-c2ccc(-c3nc4ccccn4c3NCc3ccccc3)cc2)c1
    36	-48	-43	-34	2	15	-25	-28	70	-6	-44
> COc1cc(/C=N/n2cc(-c3ccccc3)[nH]c2=S)cc(OC)c1O
    -6	-13	-5	33	24	9	14	1	-13	1	-16
> Cc1ncc(C[n+]2csc(C)c2C)c(N)n1
    0	21	9	-1	-4	6	0	2	-4	1	5
> COc1ccccc1NC(=O)c1ccccc1SC
    -13	16	-6	-7	-6	2	-4	-14	6	11	-10

Compound activity (PubChem)
